Compound activity deposited in PubChem by The Scripps Research Institute Molecular Screening Center.
TAAR1 antagonist: human TAAR1 antagonists, primary screen, Fluo-8 calcium fluorescence, CHO RD-HGA16 cells; inhibition, % at 3 µM; antagonist; actives 1.5% (n = 360,000); Trace amine-associated receptor 1 (Homo sapiens), Q96RJ0;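 active = inhibition above a per-plate cutoff, the mean inhibition of test compounds on that plate plus 3 SD, cut at about 49% in these data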;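 note: 0% = DMSO plus EC80 beta-PEA response and 100% = DMSO alone without agonist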
Target sequence (Q96RJ0 whole entry, looked up): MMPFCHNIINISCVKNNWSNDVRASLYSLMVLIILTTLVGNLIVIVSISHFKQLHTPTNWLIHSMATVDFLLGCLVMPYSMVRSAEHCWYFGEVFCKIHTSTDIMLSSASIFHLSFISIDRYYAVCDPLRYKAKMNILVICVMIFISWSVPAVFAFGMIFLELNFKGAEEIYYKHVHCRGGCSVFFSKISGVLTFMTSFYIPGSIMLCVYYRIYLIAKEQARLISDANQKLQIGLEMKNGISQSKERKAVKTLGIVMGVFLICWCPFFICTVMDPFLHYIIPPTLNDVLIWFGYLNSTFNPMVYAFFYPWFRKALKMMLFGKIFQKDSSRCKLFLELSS
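Test system – hTAAR1-expressing CHO RD-HGA16 cells, Gα16-coupled · Reagent – β-PEA at EC80 concentration, post-compound challenge · Compound dosing – 3 µM, single point · Timing – 140 s kinetic read after compound, 140 s after agonist · Detection – Fluo-8 intracellular calcium dye fluorescence, real-time kinetic reads · Control set – DMSO and EC80 PEA controls · Repeats – n of 1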
M1 ag parental: counter-screen for M1 agonists: effect in parental CHO-K1 cells | activation, % at 3 µM | actives 0.48% (n = 360,000) | Fluo-8 calcium fluorescence; scaled to maximal ATP response, vehicle zero; in the data active = activation above about 15%;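 note: untransfected CHO-K1 host cells lacking M1 receptor as counterscreen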
CHRM1 agonist: human M1 muscarinic receptor agonists, primary screen, Fluo-8 calcium fluorescence, CHO-K1 cells, HTS. Muscarinic acetylcholine receptor M1 (Homo sapiens), P11229. CHO-K1 hM1, agonist mode; 0% DMSO, 100% acetylcholine EC100. activation, % at 3 µM. actives 0.33% (n = 360,000). AID 588814, 2011;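 active = activation above the run's mean compound activation plus 3 SD, cut at about 16% in these data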;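 note: peak over basal fluorescence ratio within a 140 s kinetic read after compound addition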
Target sequence (P11229 whole entry, looked up): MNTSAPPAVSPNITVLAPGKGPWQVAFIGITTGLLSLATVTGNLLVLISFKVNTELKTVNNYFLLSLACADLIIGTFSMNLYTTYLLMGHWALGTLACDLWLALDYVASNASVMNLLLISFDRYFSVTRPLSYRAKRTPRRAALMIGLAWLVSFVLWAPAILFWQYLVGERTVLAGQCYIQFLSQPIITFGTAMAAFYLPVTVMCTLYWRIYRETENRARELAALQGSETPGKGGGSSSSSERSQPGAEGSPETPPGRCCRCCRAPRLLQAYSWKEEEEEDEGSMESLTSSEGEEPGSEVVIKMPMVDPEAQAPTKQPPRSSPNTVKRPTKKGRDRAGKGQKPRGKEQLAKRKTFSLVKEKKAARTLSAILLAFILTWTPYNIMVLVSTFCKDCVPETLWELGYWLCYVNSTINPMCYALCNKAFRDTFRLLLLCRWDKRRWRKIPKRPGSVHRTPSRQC
M1 PAM parental: nonselective calcium activators in parental CHO-K1 cells, primary screen, counter-screen for M1 PAM project, cell-based, Fluo-8 calcium fluorescence, full deck, 1536-well; ATP EC20; 0% at ATP EC20, 100% at ATP max; activation, % at 3 µM; actives 0.02% (n = 360,000);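 active = activation above the run cutoff, the mean activation of all test compounds plus 3 SD, cut at about 40% in these data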;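 note: peak over basal fluorescence ratio in a 140 s read after ATP addition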
CHO-K1 Ca antag: nonselective inhibitor or artifact in parental CHO-K1 cells; inhibition, % at 3 µM; ATP-induced calcium, Fluo-8 fluorescence; actives 0.6% (n = 360,000);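 active = inhibition above a per-plate cutoff, the plate's mean sample inhibition plus 3 SD, cut at about 24% in these data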;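 note: 0% = DMSO plus EC80 ATP and 100% = DMSO alone without ATP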
CHRM1 PAM: human M1 muscarinic receptor positive allosteric modulators, primary screen, CHO-K1 cells, Fluo-8 calcium fluorescence, 1536-well; actives 0.088% (n = 360,000); activation, % at 3 µM; AID 588819, 2011; Muscarinic acetylcholine receptor M1 (Homo sapiens), P11229; CHO-K1 hM1, ACh EC20; 0% = ACh EC20, 100% = maximal ACh; in the data active = activation above about 19%, passing the limit was not always enough
CHRM1 antagonist: human M1 muscarinic receptor antagonists, primary screen, CHO-K1 cells, Fluo-8 calcium fluorescence, 1536-well | AID 588852, 2011 | actives 1.3% (n = 360,000) | inhibition, % at 3 µM | CHO-K1 hM1, ACh EC80 antagonist;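 active = percent inhibition above its own plate's cutoff, namely the mean of that plate's compound wells plus 3 SD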;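 note: peak over basal fluorescence ratio during 140 s after agonist addition; 0% = ACh EC80 plus DMSO and 100% = DMSO alone without agonist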
CHO parental Ca: ATP-evoked calcium signal inhibitors, parental CHO, primary screen, counter-screen for OX1R antagonist project, cell-based, fluorescence, Fluo-8 calcium dye | parental CHO-K1, ATP-induced calcium, Fluo-8 fluorescence | inhibition, % at 5.6 µM | actives 0.63% (n = 330,000) | AID 463079, 2010;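 active = inhibition above that plate's mean sample inhibition plus 3 SD, cut at about 26% in these data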;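 note: 0% = ATP-challenged DMSO wells and 100% = DMSO wells without ATP; some compounds past the cut are filed as inactive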
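Measured by: calcium-sensitive Fluo-8 fluorescence / Test system: CHO parental line / Controls: ATP-challenged DMSO wells low, unchallenged DMSO wells high / Measure: % inhibition / Compound: single nominal dose of 5.6 µM per compound / Replicates: single well per compound, no replicates / Reagent: ATP as calcium-mobilizing challenge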
TAAR1 agonist: human TAAR1 agonists, primary screen, Fluo-8 calcium fluorescence, CHO RD-HGA16 cells; activation, % at 3 µM; vehicle wells 0%, saturating PEA agonist 100%; actives 0.99% (n = 360,000); Trace amine-associated receptor 1 (Homo sapiens), Q96RJ0; AID 624467, 2012;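 active = activation above the mean activation of all test compounds in the run plus 3 SD, cut at about 38% in these data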
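System: CHO-derived RD-HGA16 cells with stable Gα16 and human TAAR1. Times: 17-24 h plating, Fluo-8 75 min 37 °C, 30 min RT. Measured by: calcium-sensitive Fluo-8 signal, excitation 470-495, emission 515-575 nm. Read-out basis: % activation relative to PEA EC100 response. Control set: DMSO and PEA EC100. Repeats: no replicates (n 1).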
An asterisk follows results filed as active.

`NC(=O)c1ccccc1NC(=O)c1cccc(C(=O)Nc2ccccc2C(N)=O)n1` gave TAAR1 antagonist -20, M1 ag parental 0.7, CHRM1 agonist -4, M1 PAM parental 7, CHO-K1 Ca antag -1, CHRM1 PAM 6, CHRM1 antagonist -2, CHO parental Ca 3 and TAAR1 agonist 3.
Screening CSc1nc2n(n1)C(C)C1=C(CCCC1=O)N2 (stereo not given) returned TAAR1 antagonist -12, M1 ag parental 0.0, CHRM1 agonist -1, M1 PAM parental 8, CHO-K1 Ca antag -13, CHRM1 PAM 11, CHRM1 antagonist -18, CHO parental Ca -11 and TAAR1 agonist 0.
`O=C(NCc1ccc(Cl)cc1)c1noc2c1CCCC2` gave TAAR1 antagonist -17, M1 ag parental -0.8, CHRM1 agonist -7, M1 PAM parental -3, CHO-K1 Ca antag 1, CHRM1 PAM 1, CHRM1 antagonist -4, CHO parental Ca -17 and TAAR1 agonist 6.
`COc1cc(CC(=O)OCC(=O)N2C(C)CCCC2C)cc(OC)c1OC` (stereo not given) gave TAAR1 antagonist -22, M1 ag parental 1.6, CHRM1 agonist -2, M1 PAM parental 13, CHO-K1 Ca antag -9, CHRM1 PAM 4, CHRM1 antagonist -13, CHO parental Ca -18 and TAAR1 agonist 1.
CCOc1ccc(-c2c(C(=O)N/N=C/c3ccncc3)nnn2-c2nonc2N)cc1 was read as TAAR1 antagonist -29, M1 ag parental 6.4, CHRM1 agonist -2, M1 PAM parental 0, CHO-K1 Ca antag -4, CHRM1 PAM -4, CHRM1 antagonist 20, CHO parental Ca -18 and TAAR1 agonist 13.
Cc1noc(C)c1NC(=O)N(C)C[C@H]1Oc2c(NC(=O)C3CC3)cccc2C(=O)N([C@H](C)CO)C[C@@H]1C was read as TAAR1 antagonist -6, M1 ag parental 0.4, CHRM1 agonist -3, M1 PAM parental 3, CHO-K1 Ca antag -7, CHRM1 PAM 0, CHRM1 antagonist -3, CHO parental Ca -1 and TAAR1 agonist 16.
For COc1ccc(CCNC(=O)COc2ccc(S(=O)(=O)NC3CCCCC3)cc2Cl)cc1OC the results were TAAR1 antagonist 6, M1 ag parental 4.4, CHRM1 agonist -4, M1 PAM parental 10, CHO-K1 Ca antag -12, CHRM1 PAM -1, CHRM1 antagonist -5, CHO parental Ca -25 and TAAR1 agonist 22.
`O=S(=O)(Nc1cccc2c1CCCC2)c1cccc(C(F)(F)F)c1` gave TAAR1 antagonist 31, M1 ag parental 0.8, CHRM1 agonist -10, M1 PAM parental 24, CHO-K1 Ca antag -19, CHRM1 PAM -12, CHRM1 antagonist 11, CHO parental Ca -28 and TAAR1 agonist 4.
Screening CCN(CC)C(=O)c1ccc2c(c1)nnn2C returned TAAR1 antagonist 7, M1 ag parental 0.4, CHRM1 agonist -7, M1 PAM parental 7, CHO-K1 Ca antag -6, CHRM1 PAM -3, CHRM1 antagonist 0, CHO parental Ca 0 and TAAR1 agonist 12.
For O=C(O)CC(NC(=O)c1sc2ccccc2c1Cl)c1ccc(OC2CCCC2)cc1 (stereo not given) the results were TAAR1 antagonist -13, M1 ag parental 0.2, CHRM1 agonist -12, M1 PAM parental 23, CHO-K1 Ca antag -9, CHRM1 PAM 13, CHRM1 antagonist -6, CHO parental Ca 9 and TAAR1 agonist 1.
For C=CCN1C(=O)CSc2ccc(C(=O)NCCC3=CCCCC3)cc21 the results were TAAR1 antagonist 55*, M1 ag parental 6.2, CHRM1 agonist 0, M1 PAM parental 9, CHO-K1 Ca antag 0, CHRM1 PAM -10, CHRM1 antagonist 16, CHO parental Ca -21 and TAAR1 agonist 20.
`COc1ccccc1Nc1nc(NCCCN(C)C)nc(N)c1[N+](=O)[O-]` gave TAAR1 antagonist -4, M1 ag parental 3.2, CHRM1 agonist -5, M1 PAM parental 11, CHO-K1 Ca antag -13, CHRM1 PAM 0, CHRM1 antagonist 5, CHO parental Ca -48 and TAAR1 agonist 1.
Screening CNC(=O)COc1ncnc2scc(-c3ccc(F)cc3)c12 returned TAAR1 antagonist -2, M1 ag parental 0.5, CHRM1 agonist -2, M1 PAM parental 18, CHO-K1 Ca antag -6, CHRM1 PAM 10, CHRM1 antagonist -5, CHO parental Ca 5 and TAAR1 agonist 6.
For NC(=O)c1ccc[n+](CC(=O)OCCC23CC4CC(CC(C4)C2)C3)c1 the results were TAAR1 antagonist 6, M1 ag parental -0.4, CHRM1 agonist -6, M1 PAM parental 0, CHO-K1 Ca antag -1, CHRM1 PAM -3, CHRM1 antagonist 11, CHO parental Ca -14 and TAAR1 agonist 11.
O=C(CN1C(=O)COc2ccccc21)Nc1ccc(N2CCOCC2)cc1 was read as TAAR1 antagonist -11, M1 ag parental 0.1, CHRM1 agonist -2, M1 PAM parental -15, CHO-K1 Ca antag 1, CHRM1 PAM -2, CHRM1 antagonist 8, CHO parental Ca 5 and TAAR1 agonist 4.
`CNC(=O)c1[nH]cnc1C(=O)Nc1ccccc1C` gave TAAR1 antagonist -13, M1 ag parental 0.0, CHRM1 agonist -3, M1 PAM parental 7, CHO-K1 Ca antag -2, CHRM1 PAM 4, CHRM1 antagonist -5, CHO parental Ca -4 and TAAR1 agonist 3.
Screening Cc1cc(OCCN2CCCCCC2)ccc1[N+](=O)[O-] returned TAAR1 antagonist -2, M1 ag parental 1.5, CHRM1 agonist -10, M1 PAM parental 19, CHO-K1 Ca antag -11, CHRM1 PAM -9, CHRM1 antagonist 4, CHO parental Ca -8 and TAAR1 agonist 8.
CCCC(=O)OCC(=O)NC1CCCc2ccccc21 (stereo not given) was read as TAAR1 antagonist -1, M1 ag parental -0.2, CHRM1 agonist -1, M1 PAM parental 5, CHO-K1 Ca antag -7, CHRM1 PAM 10, CHRM1 antagonist -7, CHO parental Ca 6 and TAAR1 agonist 0.
`CCCCNC(=O)C1(C)CCC(=O)N1CCOC` (stereo not given) gave TAAR1 antagonist -23, M1 ag parental -0.5, CHRM1 agonist 2, M1 PAM parental -8, CHO-K1 Ca antag 33*, CHRM1 PAM 7, CHRM1 antagonist 0 and TAAR1 agonist 2.
C/C(=N/Nc1ccc([N+](=O)[O-])cc1)c1ccc(C)cc1C was read as TAAR1 antagonist 23, M1 ag parental 1.0, CHRM1 agonist -11, M1 PAM parental 15, CHO-K1 Ca antag -10, CHRM1 PAM -13, CHRM1 antagonist 3, CHO parental Ca 9 and TAAR1 agonist 7.
CCOC(=O)C1CCN(C(=O)Cc2ccc(OC)c(OC)c2)CC1 was read as TAAR1 antagonist -5, M1 ag parental 0.1, CHRM1 agonist -2, M1 PAM parental -1, CHO-K1 Ca antag 8, CHRM1 PAM 4, CHRM1 antagonist -5, CHO parental Ca -13 and TAAR1 agonist 4.
Screening C=CCN1C(=O)C(CC(=O)O)SC1=Nc1ccc(C(=O)O)cc1 (stereo not given) returned TAAR1 antagonist -6, M1 ag parental 0.1, CHRM1 agonist -4, M1 PAM parental 3, CHO-K1 Ca antag 2, CHRM1 PAM 4, CHRM1 antagonist -5, CHO parental Ca 3 and TAAR1 agonist 0.
Screening CC(C)[C@H](N)c1nnc2n1N=C(c1ccc(Cl)cc1)CS2 returned TAAR1 antagonist -10, M1 ag parental 0.2, CHRM1 agonist -4, M1 PAM parental 1, CHO-K1 Ca antag -12, CHRM1 PAM 8, CHRM1 antagonist -5, CHO parental Ca -11 and TAAR1 agonist -3.
`COc1cccc(-c2nc(CS(=O)(=O)CC(=O)Nc3cc(C)ccc3C)c(C)o2)c1` gave TAAR1 antagonist -12, M1 ag parental 0.3, CHRM1 agonist -3, M1 PAM parental -2, CHO-K1 Ca antag 2, CHRM1 PAM -4, CHRM1 antagonist 2, CHO parental Ca -26 and TAAR1 agonist 0.
`CCCCNC(=O)C12CCC(C)(C(=O)C1Br)C2(C)C` (stereo not given) gave TAAR1 antagonist -2, M1 ag parental 0.3, CHRM1 agonist -3, M1 PAM parental 20, CHO-K1 Ca antag -7, CHRM1 PAM -1, CHRM1 antagonist 0, CHO parental Ca -10 and TAAR1 agonist 2.
`O=C(CN1C(=O)C2CC=CCC2C1=O)Nc1ccc(S(=O)(=O)NC2=NCCCCC2)cc1` (stereo not given) gave TAAR1 antagonist 2, M1 ag parental -0.2, CHRM1 agonist -4, M1 PAM parental 1, CHO-K1 Ca antag -12, CHRM1 PAM 5, CHRM1 antagonist -13, CHO parental Ca 5 and TAAR1 agonist 5.
C[C@H]1C(=O)N(C)CCN1C(=O)c1ccccc1OC1CCN(S(C)(=O)=O)CC1 was read as TAAR1 antagonist -10, M1 ag parental 1.6, CHRM1 agonist -3, M1 PAM parental 14, CHO-K1 Ca antag -5, CHRM1 PAM 4, CHRM1 antagonist -1, CHO parental Ca -8 and TAAR1 agonist 5.
For CCN(CC)CCCNc1ncnc2scc(-c3ccc(F)cc3)c12 the results were TAAR1 antagonist -11, M1 ag parental 0.2, CHRM1 agonist -9, M1 PAM parental 16, CHO-K1 Ca antag -13, CHRM1 PAM -20, CHRM1 antagonist 34*, CHO parental Ca -28 and TAAR1 agonist 1.
CC(=O)N1CCN(c2cc(-c3ccccc3)nc3cc(-c4cccc(Cl)c4)nn23)CC1 was read as TAAR1 antagonist 16, M1 ag parental 0.3, CHRM1 agonist -1, M1 PAM parental 9, CHO-K1 Ca antag -9, CHRM1 PAM 1, CHRM1 antagonist -12 and TAAR1 agonist 0.
`CCn1c(=O)c(=O)[nH]c2cc(C(=O)NC(C)c3ccc(S(N)(=O)=O)cc3)ccc21` (stereo not given) gave TAAR1 antagonist -8, M1 ag parental 1.0, CHRM1 agonist -4, M1 PAM parental 3, CHO-K1 Ca antag -15, CHRM1 PAM 3, CHRM1 antagonist -6, CHO parental Ca -8 and TAAR1 agonist 3.
